Screens from PubChem.
NadD block – inhibitors of S. aureus NadD, primary screen, biochemical, colorimetric, uHTS; Nicotinate-nucleotide adenylyltransferase NadD (Staphylococcus aureus N315); purified NadD enzyme, colorimetric absorbance read-out; inhibition, % at 20 µM; actives 0.78% (n = 360,000); in the data active means inhibition above about 26%; further: some compounds past the cut are filed as inactive
Rpn11 block – Rpn11 (PSMD14) deubiquitinase inhibitors, primary screen, biochemical, fluorescence polarization, uHTS; 26S proteasome non-ATPase regulatory subunit 14 (Homo sapiens), O00487; human 26S proteasome, Ub4-pepOG fluorescence polarization; 20S core pre-blocked with epoxomicin; calls only at 20 µM; actives 0.59% (n = 360,000); AID 588493, 2011;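 active means inhibition at 20 µM, scaled to each plate's controls, above about 33%, limit read from the data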
SKN-1 inh – suppressors of acrylamide-induced Pgst-4::GFP reporter in worms, primary screen, SKN-1 inhibitor project, whole organism, uHTS, GFP/RFP fluorescence ratio, strain VP596; actives 0.49% (n = 360,000); inhibition, % at 21.8 µM; C. elegans VP596 Pgst-4::GFP/RFP ratio, 24 h;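 active means interference check ratio from 0.5 to 1.5 plus GFP to RFP signal ratio inhibition reaching or exceeding a fixed threshold, cut at about 30% in these data, passing the limit was not always enough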; further: some compounds called inactive have numbers as strong as hits
FAS TE block – FAS thioesterase domain inhibitors, primary screen, biochemical, fluorescence intensity, uHTS | inhibition, % at 15 µM | Fatty acid synthase (Homo sapiens), P49327 | recombinant FAS-TE, OMFH fluorogenic substrate, fluorescence endpoint | actives 0.67% (n = 360,000);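 active means compounds whose normalised, plate-corrected inhibition of enzyme fluorescence in the single-dose primary screen is 50% or more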;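 further: 0% = DMSO with enzyme and 100% = substrate without enzyme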
MLLE-PAM2 inh – inhibitors of PABP1 MLLE–PAM2 peptide binding, primary screen, biochemical, fluorescence polarization, FITC-PAM2, GST-MLLE | inhibition, % at 20 µM | actives 0.36% (n = 360,000); in the data active means inhibition above about 35%, passing the limit was not always enough;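 further: plate controls were DMSO wells with GST-MLLE for no effect and wells lacking GST-MLLE protein for full effect; some results filed as inactive read as strong as hits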
Target sequence (P11940 whole entry, looked up): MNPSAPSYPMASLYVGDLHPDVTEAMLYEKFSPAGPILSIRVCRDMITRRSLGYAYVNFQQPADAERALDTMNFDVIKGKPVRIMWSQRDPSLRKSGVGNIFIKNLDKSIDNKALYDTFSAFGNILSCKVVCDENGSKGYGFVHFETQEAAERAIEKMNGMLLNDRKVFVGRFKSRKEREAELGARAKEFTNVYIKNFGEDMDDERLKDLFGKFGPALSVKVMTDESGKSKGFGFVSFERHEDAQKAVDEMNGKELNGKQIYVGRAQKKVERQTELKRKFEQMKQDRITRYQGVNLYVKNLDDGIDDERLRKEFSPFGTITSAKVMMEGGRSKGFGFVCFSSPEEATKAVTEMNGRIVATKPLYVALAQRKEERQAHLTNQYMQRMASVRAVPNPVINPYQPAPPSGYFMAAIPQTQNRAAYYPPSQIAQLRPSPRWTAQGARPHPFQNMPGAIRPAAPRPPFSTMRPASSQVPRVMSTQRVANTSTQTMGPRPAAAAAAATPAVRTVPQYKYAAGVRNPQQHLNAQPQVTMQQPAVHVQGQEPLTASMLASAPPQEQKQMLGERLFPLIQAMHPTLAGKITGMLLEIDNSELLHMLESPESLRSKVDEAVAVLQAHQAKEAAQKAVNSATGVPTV
Neddyl block – inhibitors of cullin neddylation, primary screen, biochemical, TR-FRET, uHTS, NAE and Ubc12; NEDD8-conjugating enzyme Ubc12 (Homo sapiens) + NEDD8-activating enzyme E1 regulatory …; calls only at 25 µM; actives 0.58% (n = 360,000); in the data active means inhibition above about 36%
CSN inh – inhibitors of CSN-mediated cullin deneddylation, primary screen, biochemical, fluorescence polarization, uHTS; COP9 signalosome complex subunit 5 (Homo sapiens), Q92905; Purified CSN, SCF-Nedd8-OG deneddylation; inhibition, % at 12.5 µM; actives 0.38% (n = 360,000); AID 651999, 2013;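 active means pattern-corrected inhibition above about 35%, with an unprinted fluorescence ratio check between 0.5 and 1.5, limit read from the data, passing the limit was not always enough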;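 further: 0% = enzyme with substrate and 100% = substrate without enzyme; some results filed as inactive read as strong as hits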
Target sequence (Q92905 whole entry, looked up, one chain of several): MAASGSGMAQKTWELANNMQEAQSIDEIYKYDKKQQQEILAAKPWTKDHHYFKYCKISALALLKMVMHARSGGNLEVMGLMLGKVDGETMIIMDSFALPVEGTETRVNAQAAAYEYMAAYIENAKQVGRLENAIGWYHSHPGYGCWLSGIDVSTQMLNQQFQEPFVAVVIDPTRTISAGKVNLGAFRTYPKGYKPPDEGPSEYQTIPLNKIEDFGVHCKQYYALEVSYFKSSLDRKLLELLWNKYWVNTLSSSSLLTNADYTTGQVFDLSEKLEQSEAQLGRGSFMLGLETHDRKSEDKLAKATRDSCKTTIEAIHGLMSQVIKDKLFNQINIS
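Assay system: Purified human Csn5 enzyme expressed in HEK293T cells | Amount: Enzyme 0.24 nM | Measured by: Fluorescence polarization readout | Medium: Tris/NaCl/DTT buffer, pH 7.5 | Compound dosing: One concentration, 12.5 µM, 0.25% DMSO | Times: 90 min incubation of compound, enzyme and substrate at room temperature | Control set: no-enzyme wells high, enzyme-with-substrate wells low | Read-out: % inhibition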
MT1-MMP act inh – blockers of MT1-MMP proenzyme processing, primary screen, HT1080 RFP-PRO-GFP cells, GFP/RFP fluorescence; GFP/RFP ratio change, % at 20 µM; GFP/RFP ratio fluorescence, overnight; percent of plate control window, DMSO zero; Matrix metalloproteinase-14 (Homo sapiens), P50281; actives 0.061% (n = 360,000); AID 651647, 2012;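 active means GFP/RFP ratio change of at least 30% with cell ATP level not reduced by more than half and red fluorescence within 50% of control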; further: strong numbers were not always called active
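Read-out: GFP/RFP fluorescence ratio; Test system: RFP-PRO-GFP reporter HT1080 cells; Compound dosing: single-point 20 µM compound, 1% DMSO; Times: overnight compound exposure at 37 °C.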
Rin1-Abl PPI inh – inhibitors of Rin1-Abl protein binding, primary screen, biochemical, TR-FRET; Tyrosine-protein kinase ABL1 (Homo sapiens) + Ras and Rab interactor 1 (Homo sapiens), …; inhibition, % at 7.35 µM; actives 0.4% (n = 360,000); AID 588664, 2011; in the data active means inhibition above about 5%, passing the limit was not always enough
Starred values were filed as active, the others as inactive; i = inactive; . = no result given.

The first four compounds as a preview:
SMILES	NadD block	Rpn11 block	SKN-1 inh	FAS TE block	MLLE-PAM2 inh	Neddyl block	CSN inh	MT1-MMP act inh	Rin1-Abl PPI inh
O=C(N/N=C1/C(=O)c2cccc3cccc1c23)c1ccc(Cl)cc1	27	i	6	12	-10	i	96	3	2
O=C(Nc1cc(=O)[nH]c2ncnn12)c1ccccc1	3	i	-5	-6	6	i	-2	9	1
CCc1ccc(NC(=O)NNC(=O)c2ccc3ccccc3c2O)cc1	-4	i	-6	4	-4	.	2	0	-2
O=C(c1ccco1)N1CCN(C2CC(=O)N(c3ccc(C(F)(F)F)cc3)C2=O)CC1 (stereo not given)	-1	i	-8	-3	-4	i	7	2	5

This part in full, previewed entries included:
SMILES	NadD block	Rpn11 block	SKN-1 inh	FAS TE block	MLLE-PAM2 inh	Neddyl block	CSN inh	MT1-MMP act inh	Rin1-Abl PPI inh
O=C(N/N=C1/C(=O)c2cccc3cccc1c23)c1ccc(Cl)cc1	27	i	6	12	-10	i	96	3	2
O=C(Nc1cc(=O)[nH]c2ncnn12)c1ccccc1	3	i	-5	-6	6	i	-2	9	1
CCc1ccc(NC(=O)NNC(=O)c2ccc3ccccc3c2O)cc1	-4	i	-6	4	-4	.	2	0	-2
O=C(c1ccco1)N1CCN(C2CC(=O)N(c3ccc(C(F)(F)F)cc3)C2=O)CC1 (stereo not given)	-1	i	-8	-3	-4	i	7	2	5
CC1CCN(C(=O)CC#N)CC1	1	i	6	-6	4	i	-1	1	3
Fc1ccc(-c2cc3nc(-c4ccccc4)cc(N4CCOCC4)n3n2)cc1	5	i	1	36	-4	i	-3	7	-1
COc1ccccc1C(=O)NCCCNc1nc2cc(C)cc(C)c2cc1C#N	0	i	4	5	-10	.	0	0	-3
CC(C)[C@H](N)c1nnc(SCc2ccc(Cl)cc2)o1	-7	i	-6	-9	-19	i	4	5	-1
COc1ccccc1NS(=O)(=O)c1ccc(NC(=O)c2ccncc2)cc1	0	i	5	-1	-10	i	-2	4	1
Cc1ccccc1-c1cc2nc(NCc3ccccc3)n(C)c(=O)c2s1	3	i	-6	21	-1	i	-5	5	-7
Cc1ccccc1-n1nc(-c2ccc(N)cc2)cc1N	7	i	12	-5	0	i	-3	1	0
O=S(=O)(c1cccs1)N1CCN(c2ncccn2)CC1	-1	i	-10	2	-6	i	0	-1	4
c1ccc(-c2csc(NC3CCCCC3)n2)cc1	-2	i	11	-9	2	i	5	-4	-2
CCCCN(C(=O)CSc1nnnn1C)C1CCS(=O)(=O)C1 (stereo not given)	4	i	14	0	1	i	2	1	1
COc1cc(-c2coc3c(C(=O)NCc4cccc(Cl)c4)cccc23)ccc1O	-5	i	6	18	2	i	6	5	-4
COc1ccc(-n2c(-c3ccc(Br)cc3)c[n+]3c2CCCCC3)cc1	2	i	9	-2	2	i	-3	-7	0
CC1=CCC(C(=O)N/N=C/c2cccs2)C(c2ccc(F)cc2)C1 (stereo not given)	1	i	10	14	-4	i	1	0	2
CCCCNc1c(-c2ccc(OC)c(SC3CCCCC3)c2)nc2ccc(Cl)cn12	-1	i	4	24	-14	.	-1	1	0
Clc1ccc(OCCCCN2CCCCC2)cc1	-7	i	7	-3	-13	i	0	1	-1
Fc1ccc(-n2[nH]nnc2=S)cc1N1CCCC1	28	i	7	-8	-23	i	-2	-2	6
CN(CC(=O)O)c1ccc(S(=O)(=O)N2CCOCC2)cc1[N+](=O)[O-]	1	i	1	-7	-1	i	-1	-2	-1
OCC[C@@H]1C[C@H](O)[C@@H](O)[C@]2(Cc3ccccc3O2)O1	-2	i	4	-14	19	i	-1	1	3
CC(C)(C)OC(=O)N1CCCC(C(=O)Nc2cccc(C(=O)N3CCCCC3)c2)C1 (stereo not given)	5	i	-2	-7	-4	i	-2	3	-2
CCn1c(SCc2ccc(C(=O)Nc3cc(C)cc(C)c3)cc2)nnc1-c1ccncc1	1	i	3	6	-3	i	-1	5	-4
Cc1ccc(NC(=O)CN2CCCC2)cc1Br	-6	i	-11	0	1	i	-1	5	3
CSc1ccccc1OCc1cc(C(=O)N(Cc2nccn2C)C(C)C)no1	-3	i	7	-3	-3	i	6	-1	1
Cc1ccc(OCC(=O)N2CCN(S(=O)(=O)c3ccc(Cl)s3)CC2)cc1C	-8	i	-14	25	-10	i	-3	-4	0
C#CCOCCOCCOCCNc1nc(N2CCN(C(=O)[C@H](CCCN=C(N)N)n3cc(C(N)[C@@H](C)CC)nn3)CC2)nc(N2CCN(C(=O)[C@H](CCC(=O)O)n3cc([C@@H](N)[C@H](C)CC)nn3)CC2)n1 (stereo not given in full)	0	i	-5	-8	6	i	-3	3	-1
Cc1ccc(/C=C/C(=O)O)cc1S(=O)(=O)N1CCc2ccccc2C1	-3	i	-4	2	1	i	-19	-3	1
Cc1ccc(O)c(NC(=S)NC(=O)c2ccc(-c3ccc(Cl)cc3)o2)c1	6	i	9	18	31	i	-2	4	0
O=C(CCN1CCCC1)Nc1cccc(Br)c1	-3	i	7	-3	0	i	-2	2	-1
O=C(CSc1nnc(NC(=O)c2c(F)cccc2F)s1)NCc1ccc(F)cc1	0	i	1	-8	-2	i	3	1	4
Cc1ccc(S(=O)(=O)NN=Cc2c(O)ccc3ccccc23)cc1	-4	i	18	5	-48	i	-1	6	-7
COc1ccc(-c2nnc(SCc3cc(C)ccc3C)n2N)cc1	7	i	12	-2	-60	i	2	6	-6
O=C(CC1SC(N2CCCCC2)=NC1=O)Nc1cccc(C(=O)NCc2ccc(F)cc2)c1 (stereo not given)	-6	i	11	-4	1	i	3	1	-1
COc1ccc(CNC(=O)c2cn(Cc3ccccc3OC)c(=O)s2)cc1	-1	i	-15	2	-3	i	-8	-9	4
Cc1nn(-c2nc3ccccc3[nH]2)c(=O)c2ccccc12	1	i	25	-6	-7	.	-3	2	-1
OCCNCc1cc(Br)ccc1OCc1ccc(Cl)cc1	-9	i	-3	4	-1	i	-4	8	0
COc1ccc(OC)c(N(CC(=O)NCCSCc2ccc(C)cc2)S(C)(=O)=O)c1	-3	i	-2	-1	-1	i	1	5	-1
COC(=O)c1c(C)n(-c2ccccc2)c2ccc(O)cc12	-4	i	10	4	3	i	4	-4	-1
CC1=NN(c2ccccc2)C(=O)C1C=Nc1ccccc1O (stereo not given)	-6	i	10	5	1	i	-1	0	0
O=C(NCCN1CCCCC1)/C(=C/c1ccco1)NC(=O)c1ccccc1	-2	i	-11	-6	0	i	-5	-1	-1
CCc1ccc(C(C(=O)NC(C)(C)CC)N(Cc2ccco2)C(=O)Cn2nnc3ccccc32)cc1 (stereo not given)	-5	i	0	7	-12	i	0	-29	-1
COCCn1c(SCC(=O)NCC(c2ccccc2)N(C)C)nc2sc3c(c2c1=O)CCC3 (stereo not given)	4	i	-3	-2	7	i	1	0	-2
COc1ccc(CNC(=O)CN2C(=O)C3CCCN3c3ncc(Cl)cc32)cc1 (stereo not given)	16	i	10	21	-14	i	-2	2	-4
O=C(NCc1cccs1)C1CC(c2ccc(F)cc2)=NO1 (stereo not given)	-3	i	3	-1	0	i	4	1	0
CCO[C@H]1OC(C(=O)O)=C[C@@H](c2cn(C(C)=O)c3ccccc23)[C@@H]1CCCO	-3	i	-4	-13	5	i	-5	-1	2
CN(CC(=O)Nc1ccc(Cl)cc1)S(=O)(=O)c1ccc2c(c1)n(C)c(=O)c(=O)n2C	2	i	20	14	-5	i	4	3	-1
CC12CC(NC(=O)N1c1cccc(C(=O)N3CCN(c4ccccc4F)CC3)c1)c1ccccc1O2 (stereo not given)	0	i	12	8	3	i	-4	1	-4
O=c1c(CN2CCN(c3ccccn3)CC2)coc2ccccc12	-5	i	6	-11	-1	i	-2	0	-2
COc1cc2cc(C(=O)N3CCC(Cc4ccccc4)CC3)[nH]c2cc1OC	-5	i	11	-2	0	i	2	2	-2
CCN(CC(=O)Nc1c(F)cccc1F)C(=O)c1ccc(C#N)cc1	-7	i	-5	-3	-9	i	-3	0	-2
COc1ccccc1OCCCOc1ccc([N+](=O)[O-])cc1Cl	-9	i	11	21	-2	i	1	1	2
COc1cc2[nH]c(=O)n(CCCC(=O)N3CC=C(c4ccccc4)CC3)c(=O)c2cc1OC	7	i	-9	16	-4	i	-8	3	0
COC(=O)c1cccc(N(CC(=O)NC2CCCC2)C(=O)CCC(=O)Nc2cc(C)on2)c1	1	i	2	-6	15	i	0	-1	3
CS(=O)(=O)c1ccccc1C(=O)Nc1cc(Cl)ccc1-n1cncn1	3	i	-9	-8	21	i	0	2	1
Cc1cc(C)c(NC(=O)CSc2nccn2C)c(C)c1	4	i	2	-13	17	i	2	3	2
CC(C)(C)OC(=O)NCCCCCNC(=O)c1ncn2c1c(=O)[nH]c1ccccc12	11	i	-1	-4	-9	.	2	1	-2
COc1ccccc1-n1cnnc1SCC(=O)NCc1cccs1	1	i	-9	-8	3	i	-1	3	0
CCOc1ccc(C(c2c(NC(=O)c3ccccc3)sc(C)c2C)N2CCN(CCO)CC2)cc1 (stereo not given)	-7	i	4	24	11	.	1	0	0

(more compounds)
SMILES	NadD block	Rpn11 block	SKN-1 inh	FAS TE block	MLLE-PAM2 inh	Neddyl block	CSN inh	MT1-MMP act inh	Rin1-Abl PPI inh
CCc1noc(C)c1C(=O)OCC(=O)N(CCOC)c1c(N)n(Cc2ccccc2)c(=O)[nH]c1=O	-5	i	5	-4	0	i	0	1	3
COc1cccc(NC(=O)COC(=O)C2CCN(S(=O)(=O)c3cccs3)CC2)c1	-12	i	1	0	7	i	1	0	1
O=C(CCn1c(=O)[nH]c2ccsc2c1=O)N1CCN(Cc2ccc3c(c2)OCO3)CC1	-1	i	5	-2	10	i	-4	1	0
Nc1c(C(=O)NC2CCCC2)c2nc3ccccc3nc2n1/N=C/c1cccnc1	-4	i	-3	6	-2	.	6	-3	0
COc1ccc(/C=N/NC(=O)c2[nH]c3ccc(Br)cc3c2-c2ccccc2)cc1	27	i	6	8	2	.	6	12	-3
C/C(=N\OCC(=O)N/N=C/c1ccccc1O)c1cccs1	-4	i	7	9	9	i	-5	2	-2
CC(C)C[C@H]1CN(CCCC[C@H]2CNC(=O)C(=O)N2CCc2ccccc2)C(=O)C(=O)N1CCc1ccc(O)cc1	5	.	5	-5	.	i	-1	-1	.
Cc1cccc(NC(=O)c2cccc([N+](=O)[O-])c2O)c1C	-6	i	9	-7	11	i	-2	21	0
CCCCC[C@@H]1CCCCC[C@H](O)C[C@@H](O)[C@@H](O)/C=C/C(=O)O1	-4	.	11	2	.	i	1	5	.
O=C(Cc1ccc(Cl)cc1)Nc1ccccc1C(=O)N1CCCC1	-9	i	-17	-4	7	i	2	-1	-1
O=C(CN1C(=O)/C(=C\c2ccc(F)cc2)Oc2ccccc21)N1CCN(c2ccccn2)CC1	10	i	7	2	-3	.	-3	6	-2
